Screening data (PubChem)
KOR beta-arrestin-1 = KOR antagonists, beta-arrestin recruitment, cell-based, luminescence, uHTS (AID 1778); KOR beta-arrestin recruitment, luminescence, antagonist mode; higher % means a stronger effect; inhibition, % at 10 µM; hits with a dose series show IC50 in µM; hit rate 0.091% among 290,000; note: strong numbers were not always called active
Myeloid diff 2 = induction of myeloid progenitor differentiation, primary screen, cell-based, flow cytometry, MLPCN library. ER-HoxA9 myeloid progenitors, lysozyme-GFP differentiation. calls only at 10 µM. hit rate 1% among 360,000;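 active = normalized GFP-positive differentiation at or above the plate's own cutoff, the solvent-only control mean plus 3 SD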;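 note: cells exposed to compound for four days before flow analysis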
GPR55 beta-arrestin = GPR55 agonists via beta-arrestin recruitment, primary screen, imaging, U2OS cells, beta-arrestin-GFP redistribution (AID 1961); G-protein coupled receptor 55 (Homo sapiens); U2OS GPR55 beta-arrestin-GFP redistribution imaging; higher % means a stronger effect; one-dose activation, % at 10 µM; EC50 in µM for titrated hits; hit rate 0.048% among 290,000;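 active = activation above 40% with more than 50 cells counted in the well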;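 note: U2OS osteosarcoma cells stably expressing GPR55 and beta-arrestin-GFP; plate controls were DMSO negative control for no effect and LPI positive control for full effect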
KOR beta-arrestin-2 = KOR agonists, beta-arrestin recruitment, primary screen, cell-based, luminescence, uHTS (AID 1777); Kappa-type opioid receptor (Homo sapiens); KOR beta-arrestin recruitment, luminescence; higher % means a stronger effect; one-dose activation, % at 10 µM; EC50 in µM for titrated hits; hit rate 0.02% among 280,000; in the data active = activation above about 50%, passing the limit was not always enough; note: a part of the inactive calls stands beside numbers as strong as those of hits
HIV fusion peptide = inhibitors of HIV fusion peptide binding, primary screen, biochemical, uHTS, fluorescence dequenching (AID 1986); inhibition, % at 20 µM; hits with a dose series show IC50 in µM; cell-free peptide binding, fluorescence dequenching, 30 min; higher % means a stronger effect; hit rate 0.3% among 290,000; in the data active = inhibition mostly above about 52%, no sharp cut-off; inactive = mostly below about 76%; note: some results filed as inactive read as strong as hits
GPR55 LPI antagonism = GPR55 antagonists blocking LPI-driven arrestin recruitment, primary screen, imaging, U2OS, beta-arrestin-GFP, LPI agonist (AID 2013); G-protein coupled receptor 55 (Homo sapiens); U2OS GPR55 beta-arrestin-GFP translocation imaging, LPI antagonism; higher % means a stronger effect; one-dose inhibition, % at 10 µM; IC50 in µM for titrated hits; hit rate 0.13% among 290,000;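 active = spots per cell inhibited over 60%, with over 100 cells counted and total cytoplasm intensity under 500,000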;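 note: U2OS cells stably carrying GPR55 and arrestin-GFP stimulated by 5 µM LPI near EC80; imaged beta-arrestin-GFP aggregate spots per cell after agonist stimulation; plate controls were LPI-stimulated DMSO wells for no effect and DMSO wells without LPI for full effect; some results filed as inactive read as strong as hits; confirmed hits need IC50 under 10 µM and bright autofluorescent wells are also inconclusive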
GPR35 arrestin U2OS = GPR35 antagonists blocking zaprinast-driven arrestin recruitment, primary screen, imaging, U2OS, beta-arrestin-GFP, zaprinast agonist (AID 2058); U2OS GPR35 beta-arrestin-GFP translocation imaging, zaprinast antagonism; higher % means a stronger effect; one-dose inhibition, % at 10 µM; IC50 in µM for titrated hits; hit rate 0.052% among 290,000;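 active = inhibition of at least 50% with at least 30 cells and total cytoplasm GFP at most 10,000,000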
NOD1 NF-kB reporter = NOD1 signaling inhibitors, primary screen, cell-based, luminescence, uHTS (AID 1578); NOD1-driven NF-kB luciferase reporter cells, luminescence; higher % means a stronger effect; inhibition, % at 4 µM, or EC50 in µM where a hit was titrated; hit rate 1% among 290,000; in the data active = inhibition mostly above about 36%, no sharp cut-off; inactive = mostly below about 34%;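 note: HEK-293T reporter cells stimulated with the NOD1 agonist gamma-tri-DAP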
NOD2 inhibition = NOD2 signaling inhibitors, cell-based, luminescence, uHTS, HEK293 (AID 1566). HEK293 NOD2/NF-kB luciferase reporter, luminescence; higher % means a stronger effect. inhibition, % at 4 µM, or EC50 in µM where a hit was titrated. hit rate 0.63% among 290,000; note: many of its hits are not listed in these tables
Myeloid diff 2 GFP+ MAC1+ % = recorded beside Myeloid diff 2, whose call it bears; GFP+ MAC1+ double positive, %; measured here: differentiation confirmed by MAC1 staining
Starred values were filed as active, the others as inactive; i = inactive; / = not tested or not shown; [ ] = dose if it differs, or a comment. Cut-off read from the data, not from the text of the source, unless noted: active = inhibition above about 50%; inactive = the rest. These rows are one share of the data (hit frequency here may not be typical).

SMILES	KOR beta-arrestin-1	Myeloid diff 2	Myeloid diff 2 GFP+ MAC1+ %	GPR55 beta-arrestin	KOR beta-arrestin-2	HIV fusion peptide	GPR55 LPI antagonism	GPR35 arrestin U2OS	NOD1 NF-kB reporter	NOD2 inhibition
C=CCOC(=O)C(C#N)c1nc2ccccc2nc1N1CCN(c2ccccc2OC)CC1 (stereo unspecified)	15%	i	1.4	-0.1%	3.9%	-0.8%	-9%	-12%	-6%	-9%
Cc1nn(-c2ccccc2C(=O)O)c(=O)c2ccccc12	-17%	i	1.5	0.0%	-2.2%	1.8%	4%	0%	-12%	18%
COCCNC(=O)c1cc2c(s1)-c1ccc(Cl)cc1SC2	5%	i	0.4	0.0%	-5.5%	3.6%	-9%	-5%	-4%	-63%
CCOc1ccccc1OCCN1CCCC1	7%	i	0.7	-0.1%	-0.7%	0.4%	-1%	-3%	-30%	11%
Cn1c(=O)c2c(nc(SCc3cccnc3)n2Cc2ccccc2)n(C)c1=O	6%	i	1.6	0.0%	-3.2%	6.1%	9%	-2%	-10%	16%
Cc1cc(OCC(=O)Nc2ccc3c(c2)OCCO3)cc(C)c1Cl	20%	i	1.0	-0.1%	-4.1%	-1.4%	-2%	-6%	9%	30%
Cc1cccc(NC(=S)N2CCCCC2)c1	-15%	i	0.7	0.5%	2.2%	0.8%	6%	-1%	-6%	-16%
Clc1ccc2oc(-c3cccnc3NCc3ccccc3)nc2c1	7%	i	0.5	-0.2%	-1.9%	-1.0%	13%	21%	-10%	4%
COc1ccccc1NC(=O)NCc1nc(-c2ccc(C(F)(F)F)cc2)no1	31%	i	0.9	0.6%	-0.3%	-0.4%	8%	0%	3%	40%
Cc1cccc(OCCSc2cc(C)nc(N)n2)c1	6%	i	1.0	-0.2%	1.7%	2.0%	6%	0%	-24%	-1%
CCCCNc1nc2cccnc2s1	8%	i	1.1	-0.1%	1.8%	0.6%	0%	-9%	1%	1%
CCn1c(COc2ccccc2C)nnc1SCC(=O)CC(=O)Nc1ccccc1	8%	i	1.3	0.2%	-2.1%	-1.4%	-9%	1%	-22%	-21%
CCc1ccc(/C=C2/SC(=S)N(CCC(=O)Nc3ccc(C(=O)O)cc3)C2=O)cc1	-2%	i	0.6	0.3%	-1.8%	70%	2%	-14%	-6%	-5%
O=[N+]([O-])c1ccc(N2CCN(c3ccccn3)CC2)c(Cl)c1	-18%	i	0.1	0.9%	-1.5%	0.3%	-6%	8%	-19%	15%
CCOC(=O)c1oc2ccc(CNC(C)(C)C)c(Cl)c2c1C	-5%	i	1.3	-0.4%	-0.5%	2.5%	1%	7%	-24%	-4%
O=C(Nc1ccc(S(=O)(=O)N2CCOCC2)cc1)c1cccs1	-63%	i	0.0	0.3%	0.0%	-0.8%	-2%	4%	-1%	5%
O=C(CN(C(=O)c1csnn1)c1ccc(F)c(Cl)c1)NC1CCCCC1	13%	i	7.3	0.5%	-1.1%	0.9%	4%	2%	-9%	-5%
CC(C(=O)OCC(=O)c1ccc([N+](=O)[O-])cc1)N1C(=O)C2C3CCC(C3)C2C1=O (stereo unspecified)	-23%	i	0.1	-0.4%	2.0%	-0.6%	4%	-8%	-4%	-3%
O=C(NCCCN1CCCC1)Nc1ccccc1[N+](=O)[O-]	-3%	i	0.7	0.2%	-3.1%	-1.3%	-3%	-8%	-6%	14%
CCOc1ccccc1NC(=O)c1cccc(S(=O)(=O)N(Cc2ccccc2)c2ccccc2OC)c1	11%	i	1.0	0.1%	4.5%	0.9%	18%	-1%	-14%	13%
Cc1cc(C)c(S(=O)(=O)N2CCCC2=O)c(C)c1N(C)S(C)(=O)=O	-32%[20 µM]	i	0.6	-0.1%	-4.8%	1.2%	18%	6%	-23%	9%
Cc1ccc(COc2ccccc2-c2cc(C(=O)N/N=C/c3cccnc3)[nH]n2)cc1	9%	i	1.0	-0.1%	7.7%	-4.9%	-4%	1%	9%	-10%
Cc1ccc(-c2noc(CN(C)C(=O)c3ccoc3C)n2)cc1	-15%	i	1.5	-0.2%	-2.7%	-1.8%	10%	14%	-29%	10%
Cc1cc(C)c(CSc2ncc(-c3ccc([N+](=O)[O-])cc3)[nH]2)c(C)c1	15%	i	0.8	-2.3%	4.0%	0.2%	5%	-4%	21%	-26%
Cc1ccc(OC(C)C(=O)N2CCc3ccccc32)cc1 (stereo unspecified)	46%	i	1.9	-0.1%	-6.8%	-1.2%	9%	-10%	-29%	-15%
CCOc1cc(NC(=O)c2cccs2)c(OCC)cc1NC(=O)CCC(=O)NCC1CCCO1 (stereo unspecified)	16%	i	0.3	0.5%	-1.9%	-0.9%	5%	11%	-47%	8%
Cc1cccc2c1NC(=O)C21N2CCCC2C(C(=O)c2ccc3ccccc3c2)C12C(=O)Nc1ccccc12 (stereo unspecified)	19%	/	/	-0.1%	2.3%	-0.3%	3%	-7%	-2%	-94%
Clc1ccccc1OCc1nc(-c2ccncc2)no1	13%	i	0.5	-0.1%	-4.0%	-1.6%	-4%	-12%	-35%	-39%
O=C(NCC1CCCO1)c1cccc2ccccc12 (stereo unspecified)	-9%	i	0.3	-0.4%	1.3%	0.9%	14%	-5%	-17%	8%
O=C(CSc1ccc2nnc(-c3cccnc3)n2n1)NCc1ccc2c(c1)OCO2	31%	i	1.8	0.2%	-2.9%	-1.6%	3%	-5%	-44%	2%
CC(=O)OCC(OC(C)=O)C(OC(C)=O)C(OC(C)=O)C(=O)Nc1ccc(C)cc1 (stereo unspecified)	24%	i	1.1	-0.2%	15%	1.1%	7%	10%	14%	7%
CCOc1ccc(OCC)c(NC(=O)CSc2nc3ccccc3c(=O)n2C)c1	-18%	/	/	-0.2%	-2.8%	-1.1%	1%	-6%	37%	50%
N#C/C(=C\c1ccccc1)c1ccccn1	-6%	i	0.8	-0.7%	-0.4%	-0.1%	11%	-20%	-45%	-24%
CCc1ccc(C(=O)Nc2cccc(-c3nn[nH]n3)c2)s1	5%	i	0.2	-0.1%	-2.4%	6.7%	8%	4%	-12%	18%
COCCn1cnc2c1c(=O)n(CC(=O)Nc1cc(C)on1)c(=O)n2Cc1ccccc1	-1%	i	1.0	-0.4%	-1.2%	1.6%	1%	2%	-13%	1%
COc1ccc(CCNC(=O)C2CCCN(S(=O)(=O)c3cccc4nonc34)C2)cc1OC (stereo unspecified)	5%	i	1.0	-0.2%	-0.5%	-2.2%	6%	9%	-16%	6%
N#C/C(=C\c1ccc(O)c(O)c1)C(=O)N1CCCC1	9%	i	0.2	-0.4%	-1.4%	9.0%	2%	-19%	-16%	-2%
Cc1cccc(N2CCN(C(=O)CS(=O)(=O)Cc3nc(-c4ccccc4F)oc3C)CC2C)c1 (stereo unspecified)	-6%	i	1.0	-0.2%	-0.6%	-3.6%	-5%	6%	42%	12%
Cc1ccc(S(=O)(=O)CCC(=O)OC(C)C(=O)c2c(C)[nH]c3ccccc23)cc1 (stereo unspecified)	7%	i	1.0	0.4%	2.2%	0.2%	15%	-10%	-11%	17%
Cc1ccc(SCC(=O)NCCCN2CCOCC2)cc1	3%	i	1.1	-0.1%	0.7%	4.0%	2%	-1%	16%	2%
CC(C)NC(=S)NCc1cccs1	8%	i	0.4	0.2%	-1.0%	0.5%	-8%	-3%	-29%	-2%
Cc1cc(C)nc(N2CCCC(C(=O)Nc3ccc(F)cc3)C2)n1 (stereo unspecified)	-2%	i	0.5	-0.2%	-2.2%	-0.7%	0%	-9%	-13%	6%
COc1ccccc1NC(=S)N(Cc1ccc(C)cc1)Cc1ccccn1	30%	i	0.6	-0.3%	-2.6%	-3.1%	7%	-1%	-16%	5%
COc1ccc(CCNC(=O)Cn2c(=O)n(-c3ccc(F)cc3)c(=O)c3sccc32)cc1OC	0%	i	0.5	-0.3%	-3.0%	2.7%	-6%	-11%	-15%	16%
Cc1nc2sc(-c3ccccc3)cc2c(=O)[nH]1	1%	i	1.6	-0.1%	1.6%	-0.2%	9%	-4%	8%	-95%
NC(=O)c1ccc(NC(=O)COC(=O)C2(c3ccccc3F)CCCC2)cc1	-5%	i	0.3	-0.2%	-2.2%	-0.9%	2%	2%	-14%	17%
O=C1CCCCCC1C1(O)C(=O)Nc2ccc(Br)cc21 (stereo unspecified)	-4%	i	0.9	-0.1%	1.2%	-3.4%	26%	5%	13%	16%
O=C(O)c1cccc(CSc2nnc(-c3ccco3)o2)c1	-32%	i	0.7	0.3%	3.7%	2.3%	3%	-5%	9%	10%
CC(=O)/C(C(=N)N1CCN(C(c2ccccc2)c2ccccc2)CC1)=C(\C)O	2%	i	1.1	-0.2%	-1.2%	1.1%	1%	-5%	8%	8%
